PHOSPHO1 block: PubChem AID 1565 | Phosphoethanolamine/phosphocholine phosphatase (Homo sapiens), Q8TCT1 | recombinant PHOSPHO1, absorbance phosphatase assay | inhibition, % at 13.3 µM | hit rate 1.1% among 290,000; in the data active = inhibition above about 60%
Target sequence (Q8TCT1 whole entry, looked up): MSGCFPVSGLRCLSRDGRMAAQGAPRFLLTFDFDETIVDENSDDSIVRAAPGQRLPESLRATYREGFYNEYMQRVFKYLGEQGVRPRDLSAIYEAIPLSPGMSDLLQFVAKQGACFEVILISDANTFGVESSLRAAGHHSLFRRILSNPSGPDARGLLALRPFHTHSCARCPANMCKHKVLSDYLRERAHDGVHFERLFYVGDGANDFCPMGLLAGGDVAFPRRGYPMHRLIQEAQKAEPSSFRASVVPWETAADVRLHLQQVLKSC
p-CIP stab down: p/CIP-EGFP fusion destabilizers, primary screen, fluorescence, F442A cells. 16 h. decrease of EGFP signal, % at 10 µM. Q05BA5. hit rate 0.01% among 290,000;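 active = EGFP signal decrease of at least 30% at 10 µM or well 3 SD below plate mean, unless failing retest; inactive = the rest, including hits failing retest or dose response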; note: some compounds called inactive have numbers as strong as hits; many of its hits are not listed in these tables
NS3 helicase inh: inhibitors of HCV NS3 helicase, primary screen, biochemical, Cy5 molecular beacon fluorescence; NS3 helicase DNA unwinding; inhibition, % at 10.9 µM; AID 1800, 2009; hit rate 0.56% among 290,000;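 active = inhibition above the mean of all tested compounds plus 3 SD, set per campaign, cut at about 35% in these data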;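 note: 0% = DMSO wells and 100% = thioflavine S control wells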
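System: HCV NS3 helicase fragment; control set: DMSO and thioflavine S; technique: Cy5 fluorescence at 0 and 60 min, beacon hairpin quenching; reagent: beacon DNA duplex substrate plus ATP; replicates: singlicate; schedule: 1 h reaction at 25 °C, ATP-initiated; medium: MOPS buffer pH 6.5 with MgCl2, DTT, Tween20, BSA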
UBC9 SUMO inh: inhibitors of in vitro SUMOylation cascade, primary screen, biochemical, HTRF, uHTS; SUMO-conjugating enzyme UBC9 (Homo sapiens), P63279; HTRF SUMOylation assay, SAE1/SAE2 + UBC9; inhibition, % at 35 µM; hit rate 0.36% among 290,000; in the data active = inhibition above about 50%, passing the limit was not always enough; note: strong numbers were not always called active
Target sequence (P63279 whole entry, looked up): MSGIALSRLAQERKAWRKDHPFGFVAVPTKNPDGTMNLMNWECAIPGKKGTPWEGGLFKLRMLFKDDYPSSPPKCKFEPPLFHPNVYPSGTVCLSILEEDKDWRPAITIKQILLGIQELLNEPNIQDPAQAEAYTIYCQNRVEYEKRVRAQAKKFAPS
IMP-1 inhibitor: IMP-1 metallo-beta-lactamase inhibitors, primary screen, biochemical, epi-absorbance readout, Pseudomonas aeruginosa enzyme; metallo-beta-lactamase IMP-1 (Pseudomonas aeruginosa); purified IMP-1, nitrocefin hydrolysis, epi-absorbance fluorescence; inhibition, % at 5.6 µM; hit rate 0.45% among 290,000; AID 1556, 2009;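 active = inhibition above the mean plus 3 SD of all compounds in the same screening run, cut at about 4.5% in these data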;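 note: 0% = IMP-1 with DMSO and 100% = DMSO wells lacking enzyme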
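Assay system: purified IMP-1; Quantity: IMP-1 0.2 nM before substrate addition; Medium: HEPES buffer pH 7.1 with ZnSO4 and Brij 35; Incubation: 15 min enzyme–compound preincubation, then 25 min nitrocefin reaction, 25 °C; Signal: fluorescence quenching readout, ex 480/em 530 nm; Controls: DMSO with and without IMP-1; Repeats: singlicate testing.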
VIM-2 inh: VIM-2 metallo-beta-lactamase inhibitors, primary screen, biochemical, epi-absorbance readout, Pseudomonas aeruginosa enzyme; purified VIM-2, nitrocefin hydrolysis, epi-absorbance fluorescence; inhibition, % at 5.6 µM; hit rate 0.89% among 290,000;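 active = inhibition above the mean of all tested compounds plus 3 SD, cutoff set per screening run, cut at about 7.5% in these data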;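 note: red hydrolysis product quenches plate fluorescence so inhibitors raise well fluorescence; 0% = enzyme with DMSO and 100% = DMSO without enzyme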
IDE act: human IDE activators in live cells, primary screen, fluorescence polarization, HEK cells, FAbeta-B substrate; hit rate 0.073% among 340,000; FAbeta-B cleavage; 0% vehicle, 100% cell-free pure enzyme wells; Insulin-degrading enzyme (Homo sapiens), P14735; activation, % at 5.96 µM;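 active = activation above the mean of all tested compounds plus 3 SD, set per screening campaign, cut at about 17% in these data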
MEKK3 PB1 HTS: modulators of MEKK3-MEK5 PB1 binding, primary screen, biochemical, wildtype MEKK3, multiplex bead flow cytometry, Alexa488-MEK5; binding response (% of control), % at 10 µM; hit rate 1.4% among 290,000; AID 1529, 2009; bead-based flow cytometry, Alexa488-MEK5 binding to MEKK3; actives lie on both sides; 0 = blocked by unlabeled MEK5, 100 = vehicle; Mitogen-activated protein kinase kinase kinase 3 (Homo sapiens), Q99759;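 active = binding response more than 3 SD above or below the average of its plate-row segment, actives on both sides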;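 note: Alexa488 bead fluorescence after subtracting the streptavidin-only scavenger bead signal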
Target sequence (Q99759 whole entry, looked up): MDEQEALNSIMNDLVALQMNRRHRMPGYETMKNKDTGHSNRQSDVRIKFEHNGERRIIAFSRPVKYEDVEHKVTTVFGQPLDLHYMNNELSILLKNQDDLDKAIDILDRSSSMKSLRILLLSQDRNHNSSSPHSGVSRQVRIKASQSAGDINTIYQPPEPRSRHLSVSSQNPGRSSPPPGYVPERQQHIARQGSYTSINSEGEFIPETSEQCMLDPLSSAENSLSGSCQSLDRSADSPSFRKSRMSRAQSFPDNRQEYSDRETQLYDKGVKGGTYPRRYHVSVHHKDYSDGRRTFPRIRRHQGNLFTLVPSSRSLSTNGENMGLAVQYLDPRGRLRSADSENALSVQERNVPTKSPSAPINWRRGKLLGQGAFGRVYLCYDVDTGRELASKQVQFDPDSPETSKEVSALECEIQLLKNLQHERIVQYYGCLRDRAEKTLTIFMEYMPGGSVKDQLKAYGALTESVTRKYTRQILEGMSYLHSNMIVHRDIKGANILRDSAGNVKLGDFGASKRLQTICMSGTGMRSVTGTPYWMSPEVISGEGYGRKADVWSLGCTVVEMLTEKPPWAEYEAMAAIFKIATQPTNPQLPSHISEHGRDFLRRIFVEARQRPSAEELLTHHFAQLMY
DNA FID counter: compounds displacing fluorescent DNA intercalator, primary screen, artefact control for HCV NS3 helicase inhibitor project, biochemical, FID fluorescence; DNA fluorescent intercalator displacement; inhibition, % at 7.9 µM; hit rate 0.17% among 290,000; AID 1845, 2009; in the data active = inhibition above about 37%;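 note: 0% = vehicle and 100% = reference compound; higher means more ethidium bromide displaced from hairpin DNA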
Starred values were filed as active, the others as inactive; / = no result given; & = joins results of further samples; [ ] = another dose, or the depositor's remark. This is a subset; rates above refer to the full screens.

SMILES,PHOSPHO1 block,p-CIP stab down,NS3 helicase inh,UBC9 SUMO inh,IMP-1 inhibitor,VIM-2 inh,IDE act,MEKK3 PB1 HTS,DNA FID counter
CCN(CC)C(=O)CSC1=C(C#N)C(c2ccco2)C(C(=O)OCCOC)=C(C)N1 (stereo unspecified),1,-20,-12,-2,-0.1,0.9,-5&7,95,-20
O=C(CNc1cccc(C(F)(F)F)c1)N/N=C/c1ccccc1C(=O)O,16,4,3,-2,-3.1,-4.4,4,95,-14
CCOC(=O)C1(Cc2ccc(OC)cc2)CCN(C(=O)c2cc(C)nn2C)CC1,44,-37,13,-6,-1.0,1.8,1,100,-50
COc1ccc(/C=C/C(=O)N2CCN(C)CC2)cc1OC,41,5,1,-6,-1.1,2.6,3,102,3
CC(NC(=S)NC1CCCCC1)C(c1ccccc1)N1CCOCC1 (stereo unspecified),22,-19,1,27,-3.9,-5.4,5,107,-10
Nc1nc(SCc2ccc([N+](=O)[O-])cc2)nc2nc3c(cc12)CCCC3,-8,-3,7,15,-5.0,-3.3,1,98,5
O=C(O)Cn1c2ccccc2c2ccccc21,14,5,0,-8,0.3,-0.2,2,98,0
Cc1ccc(C2(CC(=O)Nc3nccs3)CCOC(C(C)C)C2)cc1 (stereo unspecified),-8,-9,15,3,-4.9,-3.0,-3,106,-31
COC(=O)c1ccc(C2/C(=C(/O)c3ccc(OC)cc3)C(=O)C(=O)N2Cc2ccco2)cc1 (stereo unspecified),-17,-1,10,-12,-2.5,-5.1,0,/,-28
O=C1CSC(c2cccnc2)N1c1ccc(Cl)cc1 (stereo unspecified),-10,-4,2,9,0.0,-0.2,-5,97,-2
Cc1cc(OCCN2CCOCC2)ccc1Cl,-2,-12,1,5,-1.1,-1.9,1,99,-3
O=C(Nc1cccc(C(F)(F)F)c1)c1ccccc1NC(=O)C1CCCCC1,-4,2,1,-9,-3.2,-1.9,-6,92,-2
CCCNC(=O)NC(=O)CSc1nc(C)cs1,11,-4,-8,-10,-0.3,-1.9,5,105,-11
COc1ccc(CN2CCNC(=O)C2CC(=O)NC2CCCCCCC2)cc1OC (stereo unspecified),17,-8,-31,10,-1.4,-0.7,5,103,-25
COc1ccccc1NS(=O)(=O)c1ccc(Cl)c(NC(=O)c2sc3cc(Cl)ccc3c2Cl)c1,38,-3,5,6,-2.1,-2.6,6,106,-1
COc1ccc2cc(/C=N/O)c(Cl)nc2c1,16,-30,4,2,-2.5,-3.7,0,67*[inhibitor],0
CCCn1c(SCC(=O)Nc2c(C)cccc2CC)nnc1C(C)C,11,-14,-3,-7,0.6,0.0,0,94,-14
CCN(CC)c1ccc(NS(=O)(=O)c2ccc(OC)cc2)cc1,33,-8,10,10,-7.6,-2.7,5,124,-4
O=[N+]([O-])c1cc(Cl)ccc1Oc1ccc(-c2nnco2)cc1,-1,8,7,-11,-2.2,-2.1,4,104,-2
O=C(Nc1ccc(Cl)c(Cl)c1)Nc1nccs1,35,-8,-10,26,-1.6,-2.9,4,105,0
Cc1ccc(S(=O)(=O)N(C)C)cc1NC(=O)c1c(-c2c(F)cccc2Cl)noc1C,34,-3,-2,8,-0.9,-1.1,6,90,-17
CCOc1cc(C(=O)Nc2ccccc2F)cc(Br)c1OCC,-48,-18,6,10,-3.6,-3.7,1,113,-9
CCOC(=O)N1CCC(N2CCCC(C(=O)c3cc(C)c(OC)c(C)c3)C2)CC1 (stereo unspecified),27,-1,-14,18,-1.8,-2.1,-3,108,3
CCc1nnc(NC(=O)CSc2nc3c(c(=O)n2CC)SC(C)C3)s1 (stereo unspecified),10,-14,-5,2,-2.1,0.4,2,108,-1
COc1ccc2[nH]c(C)c(CN3CCC(C)CC3)c(=O)c2c1,-2,20,7,10,-2.5,-5.2,2,91,-4
O=C(NCc1ccccn1)C1CCN(C(=O)c2cc3sccc3n2Cc2ccc(F)cc2)CC1,-33,0,-6,2,-3.1,-3.3,2,98,-35
O=C(N/N=C/c1ccco1)c1cc(-c2ccccc2)nc2ccccc12,28,-8,-3,8,-3.1,-5.5,1,102,-24
COc1ccc(Nc2nnc(-c3ccc(C(=O)NCCO)cc3)c3ccccc23)cc1,25,2,-3,7,-4.3,0.0,-3,107,-12
Cc1ccsc1CN1CC(=O)N(c2c(C)cccc2C)C1=S,7,13,10,0,-1.3,-2.9,4,91,-17
O=C(NC(=S)N(Cc1ccccc1)Cc1ccccc1)C1CCCCC1,52,-14,0,19,-3.2,-3.3,2,106,-8
O=C(Nc1ccc2c(c1)CCCN2C(=O)c1cccs1)c1ccccc1,26,-7,11,-14,0.1,2.2,6,94,-26
COC1=C/C(=C/c2c(N)n3nc(-c4ccc(C)cc4)sc3nc2=O)C=CC1=O,15,-33,44*,-8,-3.0,-3.2,-73,107,-3
Cc1onc(-c2ccccc2Cl)c1C(=O)Nc1ccc(S(=O)(=O)N2CCCC2)cc1,-2,-6,-12,-6,-1.6,-1.3,7,103,-14
O=C(Nc1nc2cc3c(cc2s1)OCCO3)c1cccc(N2C(=O)CCC2=O)c1,40,-5,-17,8,-0.7,-1.4,-3,109,-6
Cc1ccc2cccc(N=Cc3c(C)[nH]n(-c4ccccc4)c3=O)c2n1,1,-15,-5,-46,-0.6,-0.4,4,101,0
CN(CC(=O)Nc1ccc(OC(F)(F)F)cc1)S(=O)(=O)c1cnc[nH]1,48,-7,-9,-6,-0.6,-0.3,1,97,-6
CC(=O)CN1Cc2ccccc2/C1=N\C(=O)Nc1ccccc1,-15,-6,4,-22,-2.7,0.3,0,77*[inhibitor],4
O=C(Nc1ccc(S(=O)(=O)N2CCCCC2)cc1)c1ccccc1F,22,-8,-5,0,-1.9,-2.7,-1,97,-21
CNC(=O)C(=O)Nc1cc2c3c(c1)C(C)C(=O)N3CCC2 (stereo unspecified),12,1,0,-12,-0.8,-1.9,9,102,-5
CCCCNS(=O)(=O)c1ccc2nc(SCC(=O)Nc3cccc(F)c3)[nH]c2c1,23,-12,-3,-6,-5.6,-2.1,4,99,-14
COc1ccc2[nH]cc(CCNC(=O)CCC3CCCCC3)c2c1,19,-8,6,-3,-2.5,-1.3,1,102,-28
CC(=O)c1cccc(NS(=O)(=O)c2ccc3c(c2)oc(=O)n3C)c1,-7,0,4,25,-2.5,-1.9,3,97,-4
Cc1ccc(S(=O)(=O)c2cc3c(=O)n4ccccc4nc3n(Cc3ccco3)c2=N)cc1C,-4,-6,19,61,-2.4,-0.7,/,94,0
CCOC(=O)Cc1csc(NC(=O)CSc2nnc(-c3ccc(NS(=O)(=O)CC)cc3)o2)n1,/,/,1,/,-2.7,-1.9,-5,99,-13
CSc1nnc(CSCc2ccc(Cl)cc2Cl)n1-c1ccccc1,24,-12,-3,11,-2.6,-3.5,5,99,-30
O=C(N/N=C/c1ccc2c(c1)OCO2)c1ccc(NS(=O)(=O)c2cccs2)cc1,28,-3,-1,15,-2.1,-2.9,6,101,-3
COc1ccc(N(C(=O)CNC(=O)c2ccco2)C(C(=O)NCC2CCCO2)c2ccccc2)c(OC)c1 (stereo unspecified),19,8,7,-2,-3.8,-2.9,9,100,-35
CN(C)c1ccc(/C=C(/C(=O)c2ccc(Cl)cc2Cl)n2cncn2)cc1,9,-6,-4,-35,-7.0,-2.9,-146,95,-34
COc1ccc(NC(=O)CS(=O)CC(=O)N2CCN(C3CCCC3)CC2)cc1 (stereo unspecified),19,-2,-2,6,-1.7,-3.4,2,102,0
CCc1cc2cccc(C)c2nc1SCC(=O)c1ccc(NC(C)=O)cc1,-14,-6,5,-2,-1.9,-0.3,-4,106,-11
Cn1c(SCC2CCCO2)nnc1-c1ccncc1 (stereo unspecified),-8,7,-6,-15,-2.1,-1.1,4,97,-2
Cc1cc(C)n(-c2ncc(C#N)cn2)n1,29,-2,-3,6,-2.8,-2.8,6,103,-2
CCN1CCC(NC(=O)Nc2ccccc2C(=O)OC)CC1,30,-1,0,-4,-3.2,-2.0,2,104,3
O=C(N1CCOCCOc2ccccc2OCCOCC1)C(F)(F)F,8,-2,8,-1,-2.7,-1.9,1,108,-12
CS(=O)(=O)c1ccc(C(=O)NCc2ccc(F)cc2)cc1,0,-3,-6,8,-1.7,-2.9,0,105,-2
O=C(c1ccccc1C(=O)N1CCN(c2ccccc2)CC1)N1CCN(c2ccccc2)CC1,14,-4,15,9,-3.1,-1.4,-5,105,-28
Cc1ccc(S(=O)(=O)N2CCCC(CCC(=O)NCc3ccccc3F)C2)s1 (stereo unspecified),34,-3,1,12,-1.3,0.2,2,87,-20
COc1ccc(-c2nnc(SCC(=O)NC(C)c3ccccc3)o2)cc1OC (stereo unspecified),-22,0,9,19,-0.1,-1.1,2,105,-34
COc1cc(S(=O)(=O)NCCc2ccc3c(c2)OCO3)ccc1-n1cnnn1,25,1,-5,20,-3.8,-3.5,7,93,-2
Cc1cc(SCC(=O)OCC(=O)NCC2CCCO2)c(C)cc1Br (stereo unspecified),-10,11,10,-8,-3.2,-2.1,1,105,-38

(list continues)
SMILES,PHOSPHO1 block,p-CIP stab down,NS3 helicase inh,UBC9 SUMO inh,IMP-1 inhibitor,VIM-2 inh,IDE act,MEKK3 PB1 HTS,DNA FID counter
O=C(Cc1ccc(Br)c2ccccc12)N/N=C/c1ccccn1,-10,-2,-3,16,-3.2,-5.4,-4,105,-15
COc1cccc2cc(C(=O)N3CCc4ccccc4C3)c(=O)oc12,-9,-17,4,29,-0.3,1.3,4,99,-15
COc1cc2nc(Nc3ccc(C)c(C)c3)nc(N)c2cc1OC,24,-13,-94,7,-0.1,1.1,-1,112,19
CC(C)c1ccccc1NC(=S)NCc1nc2ccccc2[nH]1,-6,6,-2,-10,-1.6,-1.4,4,95,-8
O=[N+]([O-])c1ccc(N/N=C2\CC3CC=CC23)c([N+](=O)[O-])c1 (stereo unspecified),-14,-12,-1,-5,-5.9,0.0,8,100,5

Reprinted at random: 2 compounds from above, in no set order.
SMILES,PHOSPHO1 block,p-CIP stab down,NS3 helicase inh,UBC9 SUMO inh,IMP-1 inhibitor,VIM-2 inh,IDE act,MEKK3 PB1 HTS,DNA FID counter
O=C1CSC(c2cccnc2)N1c1ccc(Cl)cc1 (stereo unspecified),-10,-4,2,9,0.0,-0.2,-5,97,-2
Cc1ccc(S(=O)(=O)N(C)C)cc1NC(=O)c1c(-c2c(F)cccc2Cl)noc1C,34,-3,-2,8,-0.9,-1.1,6,90,-17
